EPAC2 antagonist – qHTS for Antagonist of cAMP-regulated guanine nucleotide exchange factor 2 (EPAC2): primary screen; 0.18% of 360,000 active; Rap guanine nucleotide exchange factor 4 (Homo sapiens), Q8WZA2; EPAC2 GEF exchange of Rap1B-BODIPY-GDP, fluorescence; Potency, µM (highest dose often 114 µM), for the others: top-dose activity, negative = inhibition, hits mostly inhibitors; AID 720708, 2013; also: % is scaled to controls: 0 for no effect and ±100 for the full control effect; nearly all actives have a fitted effect of over 45% in size; many of its hits are not listed in these tables
Target sequence (Q8WZA2 whole entry, looked up): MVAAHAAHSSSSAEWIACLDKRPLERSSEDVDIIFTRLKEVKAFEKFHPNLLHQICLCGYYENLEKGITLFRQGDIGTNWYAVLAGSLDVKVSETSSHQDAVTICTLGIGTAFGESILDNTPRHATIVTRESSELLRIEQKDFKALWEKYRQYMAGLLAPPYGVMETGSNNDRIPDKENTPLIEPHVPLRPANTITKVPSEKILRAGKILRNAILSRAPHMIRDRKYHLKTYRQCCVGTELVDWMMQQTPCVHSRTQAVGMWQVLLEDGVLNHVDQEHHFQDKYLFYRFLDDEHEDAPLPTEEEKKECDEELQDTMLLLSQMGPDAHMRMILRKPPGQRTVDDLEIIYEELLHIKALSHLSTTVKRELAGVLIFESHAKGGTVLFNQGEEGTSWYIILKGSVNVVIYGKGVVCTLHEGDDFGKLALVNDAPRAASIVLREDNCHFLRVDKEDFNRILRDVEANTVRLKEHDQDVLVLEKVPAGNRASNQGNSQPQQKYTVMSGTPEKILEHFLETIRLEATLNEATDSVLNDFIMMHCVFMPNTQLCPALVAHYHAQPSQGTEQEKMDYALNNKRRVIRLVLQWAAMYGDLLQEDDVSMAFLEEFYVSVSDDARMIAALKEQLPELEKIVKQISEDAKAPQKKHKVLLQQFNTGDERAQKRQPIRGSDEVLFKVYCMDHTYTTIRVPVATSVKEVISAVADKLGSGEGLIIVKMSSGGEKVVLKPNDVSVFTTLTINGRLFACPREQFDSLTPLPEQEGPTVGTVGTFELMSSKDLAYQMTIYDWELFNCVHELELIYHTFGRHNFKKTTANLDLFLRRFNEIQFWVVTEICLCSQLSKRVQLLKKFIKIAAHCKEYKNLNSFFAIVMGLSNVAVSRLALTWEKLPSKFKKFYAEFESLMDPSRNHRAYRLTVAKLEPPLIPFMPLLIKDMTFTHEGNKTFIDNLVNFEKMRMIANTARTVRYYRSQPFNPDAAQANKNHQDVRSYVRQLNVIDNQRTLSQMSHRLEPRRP
Nrf2 block – Nrf2 qHTS screen for inhibitors; Potency, µM (top dose mostly 46 µM), for the others: top-dose activity change, negative = inhibition, hits mostly inhibitors; 2.1% of 360,000 active; A549 ARE-Fluc reporter, luciferase luminescence, 18-24 h; also: % is scaled to controls: 0 for no effect and ±100 for the full control effect; nearly all actives have a fitted effect of over 60% in size
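In this cell-based qHTS, ARE-driven firefly luciferase in A549 cells reports Nrf2 activity; the luminescent signal after BugLite lysis is the measured value, with a prior CellTiter-Fluor read for cell health.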
MCF10A rerep – A quantitative high throughput screen for small molecules that induce DNA re-replication in MCF 10a normal breast cells; MCF 10A DNA re-replication, Hoechst nuclear intensity, 48 h; Potency, µM (series often up to 46.1 µM), for the others: top-dose activity, positive = re-replication, actives largely listed as activators; 2.9% of 350,000 active; AID 624296, 2012; also: % of control where 0% means no effect; nearly all actives have a fitted effect of over 50% in size
S2 tox – Viability Counterscreen for Primary qHTS for Inhibitors of ATXN expression. Potency, µM (highest dose often 56.7 µM), actives largely listed as cytotoxic. 0.49% of 400,000 active. S2 cells (HEK-293 line with an ATXN2-luciferase reporter) viability, CellTiter-Fluor protease fluorescence, 24 h; also: nearly all actives have a fitted effect of over 40% in size
Nrf2 ARE act – qHTS of Nrf2 Activators | AREc32 ARE-luciferase reporter (MCF7-derived line), luminescence, 24 h | Potency, µM (highest dose often 46.1 µM), for inactives: at the top dose activation, actives largely listed as activators | 0.31% of 410,000 active; also: % of control where 0% means no effect; nearly all actives have a fitted effect of over 65% in size
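AREc32_Fluc, 1000 cells/well, OPTI-MEM + 5% FBS, o/n 37 deg C 5% CO2; 23 nL cpd by pin tool, 24 hr; Steady-Glo 30 min RT, luminescence.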
HepG2 viability – qHTS for Inhibitors of TGF-b: Cytotox Counterscreen | HepG2 CAGA-GFP viability, ATP luminescence, 18 h | Potency, µM (series often up to 46.1 µM), for inactives: at the top dose activity change, negative = cytotoxicity, hits mostly cytotoxic | 0.76% of 410,000 active | AID 588856, 2011; also: some results filed as inactive show a strong effect at the top dose
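HepG2 CAGA-GFP cells (1000/well, DMEM with 1% FBS) received compound, then TGF-beta at 500 pg/mL final, and were incubated 18 hours at 37 degrees C. Viability was read by CellTiter-Glo luminescence. Media-only wells were set as complete cell-killing and DMSO as no toxicity.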
ATXN2 expr inh – Primary qHTS for Inhibitors of ATXN expression | HEK-293 ATXN2-luciferase reporter, luminescence, 24 h | 0.72% of 360,000 active | AID 1745845, 2022 | Potency, µM (series often up to 57 µM), without a hit: top-dose activity change, negative = inhibition, usual class: inhibitors; also: % is scaled to controls: 0 for no effect and ±100 for the full control effect; nearly all actives have a fitted effect of over 55% in size
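ATXN2-luciferase reporter cells (luciferase flanked by upstream and downstream ATXN2 gene portions) were treated 24 h at 37 °C with compounds at up to 57 uM. SteadyGlo luminescence gave expression; GF-AFC fluorescence gave viability.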
A549 tox – Nrf2 qHTS screen for inhibitors: counterscreen for cytotoxicity | A549 ARE-Fluc cells, CellTiter-Fluor viability, 18-24 h | 0.16% of 390,000 active | Potency, µM (series often up to 46 µM), for the others: at the highest dose activity change, negative = cytotoxicity, actives largely listed as inhibitors; also: % is scaled to controls: 0 for no effect and ±100 for the full control effect
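A549 ARE-Fluc cells in 5% FBS OPTI-MEM, 5000 cells/well, rested 2 h then exposed to compounds in concentration-response for 18-24 h at 37 °C. Viability by CellTiter-Fluor fluorescence (Ex 405/Em 525) after 30 min; luciferase luminescence (BugLite, 15 min, RT) read afterwards.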
TGFb inhibitor – qHTS for Inhibitors of TGF-b; AID 588855, 2011; HepG2 CAGA-GFP TGF-b/SMAD3 reporter, GFP fluorescence, 18 h; TGF-beta stimulated, 500 pg/mL final; Potency, µM (series often up to 46.1 µM), for inactives: at the top dose activity, negative = inhibition, usual class: inhibitors; 1.2% of 410,000 active; also: % is scaled to controls: 0 for no effect and ±100 for the full control effect; nearly all actives have a fitted effect of over 65% in size
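HEPG2 CAGA-GFP, 1000 cells/well; 2 h settle, 37 C; cpd via pin tool; TGF-b 500 pg/mL final; 18 h, 37 C; GFP imaging ex488/em500-530; %Activity normalised to -TGF-b and +DMSO controls; CRC fit, curve class.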
The depositor's hits bear a star; i = inactive; ? = inconclusive; . = not tested or not shown; [ ] = remark or other dose. Calls follow the shape of the dose curve; as a rule, active = well fitted curve in the direction sought with a large enough effect; inconclusive = small, poorly fitted or top-dose-only effect, or another doubt; inactive = no such curve, though single readings can be large; an effect the other way counts as inactive or inconclusive. Potency is read from the fitted curve at half-maximal effect.

SMILES	EPAC2 antagonist	Nrf2 block	MCF10A rerep	S2 tox	Nrf2 ARE act	HepG2 viability	ATXN2 expr inh	A549 tox	TGFb inhibitor
CN1CCN(c2ccccc2NC(=O)c2ccc(-c3ccc(Cl)cc3Cl)o2)CC1	-10%	.	?	i	3.0%	-33%	?	-1%	1%
CC(C1CC1)N(C(=O)c1ccccc1O)c1ccccc1 (configuration not stated)	3%	17%	16%	i	-0.5%	-2%	-4%	-5%	-11%
Cc1ccc(CN2CCN(CC(=O)NCc3ccc(Cl)cc3)C2=O)cc1	1%	21%	-1%	i	0.3%	2%	-7%	?	?
C[C@H]1CN([C@@H](C)CO)C(=O)c2cc(Br)cnc2O[C@H]1CN(C)C(=O)c1cnccn1	-1%	.	.	i	0.2%	-11%	-6%	.	-10%
COc1cc(C2/C(=C(\O)c3ccc4c(c3)CC(C)O4)C(=O)C(=O)N2CC2CCCO2)cc(OC)c1OC (configuration not stated)	-5%	2%	14%	i	-0.3%	-10%	-4%	-1%	?
Cc1ccsc1C=Nc1c(C)n(C)n(-c2ccccc2)c1=O	-2%	.	-3%	i	-0.5%	-5%	-6%	8%	-9%
Cc1ccc(CS(=O)(=O)Cc2ccc(C(=O)NC3CCCCCC3)o2)cc1	-8%	-14%	6%	i	0.3%	-31%	15%	5%	-15%
NS(=O)(=O)Oc1ccccc1	2%	-6%	-19%	i	-1.4%	-18%	0%	-7%	1%
CC1CCCC(NC(=O)COC(=O)CCC2CCCC2)C1C (configuration not stated)	-2%	5%	-1%	i	-1.0%	-21%	5%	-2%	-2%
CCOC(=O)c1c(N2C(=O)Nc3ccccc3N2O)n[nH]c1-c1cccc(OC)c1	-8%	11%	-6%	i	-0.7%	-1%	14%	1%	6%
CN1CCN(c2ccc(C(F)(F)F)cc2NC(=O)c2ccco2)CC1	1%	-8%	-1%	i	0.4%	-29%	-28%	3%	-4%
CN(c1ccccc1C(=O)Nc1cccc([N+](=O)[O-])c1)S(C)(=O)=O	14%	9%	-2%	i	3.0%	1%	3%	-2%	1%
O=C(NC1CCCC1)c1cc(Nc2cccc(C(F)(F)F)c2)nc2ccccc12	.	.	.	i	0.8%	-19%	-3%	3%	-28%
CCOP(C)(=O)C1(C(=O)OCc2ccccc2)CC1 (configuration not stated)	0%	.	-1%	i	0.1%	-21%	-10%	1%	5%
c1csc(CNc2ccc3c(c2)OCCO3)c1	-6%	?	4%	i	2.2%	-23%	4%	-2%	-9%
CN(C)C(CNC(=O)CCCc1c[nH]c2ccccc12)c1ccco1 (configuration not stated)	-3%	-21%	?	i	-0.1%	10%	-2%	0%	-13%
CCOC(=O)c1c(/N=C/c2ccc(OC)cc2O)sc2c1CCN(C)C2	3%	8%	-1%	i	0.0%	16%	.	16%	1%
Cc1ccc(NC(=S)Nc2ccc(F)cc2)c(C)c1	-6%	?	13%	i	0.0%	-24%	.	-7%	1%
COc1cccc(CN2CCN(C(=O)[C@H]3O[C@@H](n4cnc5c(N)ncnc54)[C@H](O)[C@@H]3O)CC2=O)c1	-3%	.	.	i	0.4%	1%	12%	.	-5%
CCOC(=O)CSc1nnc(CNC(=O)c2cccs2)n1-c1cc(OC)ccc1OC	5%	12%	4%	i	0.1%	0%	9%	1%	1%
COc1ccc(NC(=O)CN2CCCCC2)cc1S(=O)(=O)N1CCCCC1	3%	-5%	0%	?	-0.3%	0%	-2%	-7%	-3%
COc1ccc(-c2cc(=O)oc3c(C)c(OC(C)C(=O)Nc4ccc(CN5CCOCC5)cc4)ccc23)cc1 (configuration not stated)	2%	-12%	15%	i	0.6%	-31%	-2%	-6%	?
N#CCCn1nc(-c2ccc(Br)cc2)cc1Nc1ccccc1NC(=O)C(F)(F)F	-20%	?	15%	.	8.4%	-36%	-22%	-6%	?
COc1ccc(NC(=O)CSc2nnc(-c3ccncc3)o2)c(OC)c1	9%	3%	-6%	i	0.1%	12%	-9%	-1%	15%
CC1=C(C(=O)N(C)C)CC(CC(=O)NCc2ccco2)C(=O)N1CCC1=CCCCC1 (configuration not stated)	-7%	.	.	i	-0.6%	-1%	2%	.	-3%
Next compounds:
SMILES	EPAC2 antagonist	Nrf2 block	MCF10A rerep	S2 tox	Nrf2 ARE act	HepG2 viability	ATXN2 expr inh	A549 tox	TGFb inhibitor
CC(C)(C)NC(=S)NCc1ccco1	8%	-5%	-37%[inhibitor]	i	3.2%	2%	6%	0%	8%
Cc1ccc(NS(=O)(=O)c2cccc(C(=O)NNC(=O)c3cccn3C)c2)c(C)c1	6%	?	2%	i	4.1%	-13%	?	0%	-4%
CN(CC(=O)Nc1cccc(F)c1)C(=O)CC1CCCC1	-9%	-14%	1%	i	-0.1%	-3%	-10%	-12%	9%
CCOc1cc(C=C(C(=O)OC)C(=O)OC)ccc1OCc1ccc([N+](=O)[O-])cc1	-18%	18µM*	0.65µM*	?	-3.3%	-52%	32µM*	?	13µM*
Cc1nc(SCC(=O)Nc2ccc(Br)cc2)[nH]c(=O)c1Cc1ccccc1	.	-22%	.	i	0.0%	-25%	0%	-3%	?
O=C(O)CC[C@@H](C(=O)O)N1C(=O)c2ccccc2C1=O	5%	6%	2%	i	-0.6%	-9%	5%	6%	3%
O=C(/C=C/c1ccco1)OCC(=O)c1cccc([N+](=O)[O-])c1	11%	4%	-3%	i	14%	-13%	10%	6%	-28%
O=C(OCc1cc2ccccc2[nH]c1=O)C1CCCCC1	2%[57.1 µM]	12%	-16%	i	0.7%	0%	3%	-5%	0%
O=C(c1ccco1)N(Cc1ccc([N+](=O)[O-])cc1)c1ccc(Cl)cc1	?	-23%	-5%	i	0.5%	4%	-8%	-1%	6%
Cc1cccc(OCC(=O)Nc2cccc(-c3nnc(-c4ccccc4)o3)c2)c1C	5%	?	-1%	?	0.6%	0%	-32%	-19%	0%
CN1C(=O)C(=O)/C(=C(/O)c2ccccc2)C1c1ccc(Br)cc1 (configuration not stated)	-10%	-8%	?	i	-1.5%	3%	.	-3%	16%
O=C(Cc1cccc(NC(=O)C2CCCN(C(=O)C3CC3)C2)c1)Nc1ccc(C(=O)N2CCOCC2)cc1 (configuration not stated)	3%	-8%	5%	i	0.5%	5%	13%	-2%	13%
CCCCN1C[C@H](CO)Oc2cccc(F)c2S1(=O)=O	-5%	-12%	6%	i	-0.5%	-2%	3%	0%	-10%
CCCCc1ccc(NC(=O)Cn2cnc3c2c(=O)n(C)c(=O)n3C)cc1	.	-5%	.	i	0.3%	-3%	-9%	3%	17%
COc1cccc(NC(=O)CSc2nc3c([nH]c4ccccc43)c(=O)n2-c2ccccc2)c1	.	.	.	.	4.0%	-15%	.	?	?
COc1ccc(/C=N/NC(=O)c2cccc(NC(=O)c3ccccc3Cl)c2)cc1OC	-1%	-19%	?	i	3.0%	13%	11%	1%	0%
COc1ccc(S(=O)(=O)NC(=O)C2(C)CCN2C(=O)C2(c3ccc(Cl)cc3)CCC2)cc1 (configuration not stated)	?	.	.	i	-0.4%	2%	4%	.	9%
CC1CN(S(=O)(=O)c2ccc(C(=O)Nc3ccc(S(=O)(=O)N4CCOCC4)cc3)cc2)CC(C)O1 (configuration not stated)	17%	?	11%	i	0.5%	-6%	-15%	-2%	-17%
CCN(C[C@H]1N[C@@](Cc2ccccc2)(C(=O)OC)[C@H]2C(=O)N(C)C(=O)[C@@H]12)C(=O)C1CCCCC1	-1%	4%	-18%	i	0.4%	1%	-4%	1%	-8%
CC1CCN(C(=S)NC(=O)c2cccc([N+](=O)[O-])c2)CC1	13%	3%	?	i	2.8%	-29%	1%	1%	0%
Cc1ccc(CNC(=O)C2CCCN(S(=O)(=O)c3cccc4nonc34)C2)cc1 (configuration not stated)	0%	-29%	-2%	i	-0.1%	-8%	0%	0%	12%
CC(C)(CO)N1CCN(C(=S)Nc2ccccc2)CC1	-2%	15%	1%	i	-0.7%	0%	.	-6%	19%
Cc1ccc(Cn2cc(S(=O)(=O)c3cccc(Cl)c3)c(=O)c3cc(F)c(N4CCCCC4)cc32)cc1	.	26%	.	.	0.0%	4%	.	-4%	3%
COc1ccccc1C(=O)NC(CCSC)C(=O)NCc1ccccn1 (configuration not stated)	5%	2%	0%	i	-0.7%	4%	-11%	-1%	12%
CCC(Oc1ccccc1)C(=O)Nc1ccc(-c2nnc(-c3ccco3)o2)cc1 (configuration not stated)	-1%	?	6%	?	2.4%	-15%	10%	2%	8%
COc1ccc(S(=O)(=O)N2CCc3ccccc32)cc1C(=O)Nc1cccnc1	-5%	-7%	9%	i	-0.7%	3%	1%	-1%	0%
CCOC(=O)c1nc(Nc2ccc(C(=O)OC(C)C)cc2)c2ccccc2n1	.	?	.	i	0.2%	-30%	-16%	-2%	-6%
Cc1cc(/C=C(\C#N)C(=O)Nc2ccccc2)c(C)n1-c1cccnc1	24%	?	8%	i	4.2%	-4%	56%[activator][11.3 µM]	-5%	5%

A different layout for four compounds above:
CCOC(=O)c1nc(Nc2ccc(C(=O)OC(C)C)cc2)c2ccccc2n1
  EPAC2 antagonist: .	Nrf2 block: ?	MCF10A rerep: .	S2 tox: i	Nrf2 ARE act: 0.2%	HepG2 viability: -30%	ATXN2 expr inh: -16%	A549 tox: -2%	TGFb inhibitor: -6%

CC(C)(C)NC(=S)NCc1ccco1
  EPAC2 antagonist: 8%	Nrf2 block: -5%	MCF10A rerep: -37%[inhibitor]	S2 tox: i	Nrf2 ARE act: 3.2%	HepG2 viability: 2%	ATXN2 expr inh: 6%	A549 tox: 0%	TGFb inhibitor: 8%

O=C(c1ccco1)N(Cc1ccc([N+](=O)[O-])cc1)c1ccc(Cl)cc1
  EPAC2 antagonist: ?	Nrf2 block: -23%	MCF10A rerep: -5%	S2 tox: i	Nrf2 ARE act: 0.5%	HepG2 viability: 4%	ATXN2 expr inh: -8%	A549 tox: -1%	TGFb inhibitor: 6%

O=C(O)CC[C@@H](C(=O)O)N1C(=O)c2ccccc2C1=O
  EPAC2 antagonist: 5%	Nrf2 block: 6%	MCF10A rerep: 2%	S2 tox: i	Nrf2 ARE act: -0.6%	HepG2 viability: -9%	ATXN2 expr inh: 5%	A549 tox: 6%	TGFb inhibitor: 3%

Source: PubChem (National Center for Advancing Translational Sciences (NCATS))

Not all compounds are listed; count on the stated rates, not on these rows.
